FAK inh: inhibitors of human focal adhesion kinase; Q05397; biochemical FAK kinase activity assay; inhibition, %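 (tested at 7 µM)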; actives 0.84% (n = 97,000); in the data active means inhibition above about 19%;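 further: 0% = DMSO and 100% = reference compound high control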
Target sequence (Q05397 whole entry, looked up): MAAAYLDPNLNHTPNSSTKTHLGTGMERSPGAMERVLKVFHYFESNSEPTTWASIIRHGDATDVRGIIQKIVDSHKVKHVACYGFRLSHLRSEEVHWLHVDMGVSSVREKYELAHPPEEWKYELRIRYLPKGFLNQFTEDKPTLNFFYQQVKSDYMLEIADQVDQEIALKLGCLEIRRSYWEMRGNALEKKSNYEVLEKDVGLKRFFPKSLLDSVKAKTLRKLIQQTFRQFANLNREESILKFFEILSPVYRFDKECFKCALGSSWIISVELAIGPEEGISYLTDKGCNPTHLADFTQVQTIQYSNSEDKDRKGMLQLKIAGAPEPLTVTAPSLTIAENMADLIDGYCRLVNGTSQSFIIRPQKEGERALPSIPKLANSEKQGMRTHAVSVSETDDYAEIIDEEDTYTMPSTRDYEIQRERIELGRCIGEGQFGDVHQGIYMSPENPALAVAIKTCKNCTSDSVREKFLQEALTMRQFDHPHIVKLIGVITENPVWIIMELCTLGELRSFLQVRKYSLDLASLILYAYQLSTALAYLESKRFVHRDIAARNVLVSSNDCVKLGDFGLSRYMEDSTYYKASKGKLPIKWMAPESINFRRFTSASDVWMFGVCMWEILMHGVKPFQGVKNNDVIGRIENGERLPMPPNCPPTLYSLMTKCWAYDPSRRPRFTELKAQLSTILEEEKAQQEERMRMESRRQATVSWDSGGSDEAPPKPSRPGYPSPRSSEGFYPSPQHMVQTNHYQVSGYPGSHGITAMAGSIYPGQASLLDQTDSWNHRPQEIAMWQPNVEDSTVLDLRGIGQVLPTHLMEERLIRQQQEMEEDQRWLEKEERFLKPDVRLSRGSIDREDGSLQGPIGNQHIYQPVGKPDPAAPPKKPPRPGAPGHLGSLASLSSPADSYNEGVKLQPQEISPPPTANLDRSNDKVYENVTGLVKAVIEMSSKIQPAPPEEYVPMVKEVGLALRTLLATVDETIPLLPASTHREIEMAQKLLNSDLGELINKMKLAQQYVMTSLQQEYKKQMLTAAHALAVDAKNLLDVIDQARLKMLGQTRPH
LYP inh 2: blocks human PTPN22 phosphatase activity | inhibition, % at 2 µM | AID 640 | Q9Y2R2 | recombinant LYP catalytic domain, DiFMUP fluorescence | actives 0.21% (n = 96,000);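 active means inhibition at 2 µM at or above a set limit, the screen mean plus 3 SD, cut at about 24% in these data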;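 further: 0% = DMSO with enzyme and 100% = enzyme fully blocked by orthovanadate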
Rev-RRE block: inhibitors of HIV-1 Rev-RRE RNA interaction | P05866 | Rev peptide-RRE RNA binding, FRET | inhibition, % at 8 µM | actives 0.79% (n = 97,000) | AID 704;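 active means inhibition above the screen-wide mean plus 3 SD, cut at about 35% in these data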;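 further: 0% = median DMSO wells and 100% = median Neomycin B control wells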
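Probe or stimulus: fluorescein-Rev peptide as binding partner; assay system: Cy5-tagged RRE RNA duplex with fluorescein-tagged Rev peptide; timing: 5 min compound–RNA preincubation, then 15 min with peptide, 25 °C; medium: HEPES pH 7.5 buffer with KCl, MgCl2, NaCl and EDTA; signal: fluorescein-to-Cy5 FRET, 480 nm excitation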
Pyk2 oligo antag: Pyk2 (human) oligomerization antagonism | Q14289 | Q293 cells, Pyk2 FERM NanoBiT luminescence; stronger effect = lower value | z-score (the deposit names both 25 µM and 10 µM) | actives 0.83% (n = 99,000);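 active means Z-score of -3 or lower, scaled per plate to the spread of control and sample wells; inactive means z-score above -3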;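 further: negative z-score means lost luminescence so less FERM oligomerization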
EphB4 antag: blocks human EphB4 binding to ephrin-B2 | inhibition, % at 7 µM | actives 0.15% (n = 97,000) | EphB4 LBD / TNYL-RAW-Alexa532 peptide, fluorescence polarization;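 active means inhibition above the screen-wide mean inhibition plus 3 SD, cut at about 15% in these data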;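 further: 0% = DMSO wells and 100% = excess unlabeled TNYL-RAW peptide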
PLK1 kinase inh: blocks human PLK1 kinase activity; recombinant PLK1 kinase, TR-FRET peptide phosphorylation; P53350; actives 0.53% (n = 97,000); inhibition, % at 10 µM;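 active means inhibition of 50% or more in the single-concentration screen; inactive means inhibition below 50%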;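 further: 0% = DMSO max control and 100% = H-89 dihydrochloride min control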
cytoskel mod: alters cytoskeleton assembly in HUVEC cells | HUVEC TNFa F-actin phalloidin imaging, high content | inhibition, % at 2 µM | actives 0.18% (n = 91,000) | AID 836;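 active means inhibition above the batch mean plus 3 SD and confirmed as a hit by visual image inspection, cut at about 30% in these data, passing the limit was not always enough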; further: strong numbers were not always called active
PTPN22 act: activators of human LYP (PTPN22) phosphatase. Q9Y2R2. recombinant LYP, DiFMUP fluorescence; 0 = plate median, 100 = signal doubled. activation, % at 2 µM. actives 0.11% (n = 96,000);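 active means activation at 2 µM above a set limit, the mean plus 5 SD, cut at about 37% in these data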
PLK1 PBD inh: blocks phosphopeptide binding to human Plk1 polo box domain; Plk1 PBD phosphopeptide binding, fluorescence polarization; actives 0.13% (n = 97,000); inhibition, %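 (tested at about 20 µM)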; P53350; in the data active means inhibition above about 34%, passing the limit was not always enough
* hit, by the source's call; · = not tested or not shown.

SMILES	LYP inh 2	EphB4 antag	Pyk2 oligo antag	FAK inh	cytoskel mod	PLK1 kinase inh	PTPN22 act	PLK1 PBD inh	Rev-RRE block
O=C(Nc1nc2n(n1)C(c1ccc(Cl)cc1)CC(c1ccc(Cl)cc1)N2)c1ccco1 (stereo not given)	1	21*	·	16	0	0	-2	-4	9
Cc1cccc(OCCSCc2nc3ccccc3[nH]2)c1	9	0	2.6	-9	-1	-6	-7	-9	4
COc1nc(-c2ccccc2)cc(-c2ccc(OC)c(OC)c2)n1	-3	-5	-1.8	1	4	-16	-2	12	6
CCOCC(=O)N1CCc2ccccc21	3	3	0.44	-1	0	-7	-6	-5	4
CCc1ccc(OCC(=O)Nc2ncc3c(n2)CC(C)(C)CC3=O)cc1	-2	-3	0.51	-4	8	1	1	20	3
CC(=O)n1nc(-c2ccco2)nc1N	-5	-1	0.77	1	-8	4	4	6	6
O=C(Cc1csc(N2CCOCC2)n1)N/N=C/c1ccc(Cl)cc1Cl	-2	-3	0.32	2	-26	-15	2	15	9
CN1CCN(C(=O)c2cc(Cl)ccc2Cl)CC1	-4	2	-0.17	-3	1	-13	3	-12	8
Cc1nc(=O)c(-c2ccccc2)c(C)n1CCCCCC(=O)O	-4	13	0.16	-1	·	-1	7	-2	12
CC1N=C2c3ccccc3N=C(SCc3cc(=O)n4cc(Cl)ccc4n3)N2C1=O (stereo not given)	-6	-8	0.31	1	13	10	8	-19	-1
O=[N+]([O-])c1cccc(S(=O)(=O)N2CCC(c3nc(-c4ccncc4)no3)CC2)c1	-8	-4	1.2	1	-4	-3	10	18	0
Cn1c(=O)c2c(SCC(=O)N3CCOCC3)nc(C3CC3)nc2n(C)c1=O	4	1	·	1	-13	37	-5	-15	2
COc1ccc(-n2ncc3c(NCCN4CCOCC4)ncnc32)cc1	1	0	1.1	-1	-17	-9	1	-2	0
Cc1cc(NC(=O)CSc2nc(-c3ccco3)cc(C(F)(F)F)n2)no1	15	1	0.3	-1	-10	5	-16	-4	11
CCn1c(SCC(=O)Nc2nc(C)cs2)nnc1-c1ccco1	1	2	1.5	0	14	-9	-6	-10	3
Cn1c(SCC(=O)c2ccc(F)cc2)nc2cccnc21	-1	5	0.59	-1	-8	-5	0	4	8
CC(C)(C)c1ccc(OCc2ccc(C(=O)N/N=C/c3ccc([N+](=O)[O-])cc3)o2)cc1	5	-6	0.6	7	-29	-10	-1	-11	6
COc1cc(C(=O)Nc2ccncc2)cc(OC)c1OC	-12	-3	0.77	0	-15	7	9	4	-3
Cc1c(C(=O)O)[nH]c2c1C(=O)CC(c1ccc(Cl)cc1)C2 (stereo not given)	-1	-8	1.1	-1	-4	-12	-2	-5	4
CCOC(=O)CCCNC(=O)c1cncc(Br)c1	8	1	1.4	-5	-6	0	-10	0	10
O=C(NCC(=O)N(c1cnc2ccccc2c1)C(C(=O)NC1CCCC1)c1ccncc1)c1ccco1 (stereo not given)	-3	-3	1.4	-8	-2	-6	1	14	2
CC(C)NC(=O)c1ccccc1NC(=O)CN(c1ccc2c(c1)OCO2)S(C)(=O)=O	-13	-6	-0.3	0	1	-19	12	2	6
O=C(OC1CCCCC1=O)c1cccc(S(=O)(=O)NCc2ccccc2)c1 (stereo not given)	9	2	-1.8	-4	21	-9	-6	-24	7
O=C(NCc1ccccn1)c1n[nH]c2ccccc12	-4	-7	-0.36	-6	2	-10	1	12	6

Complete entries, looked up by structure:
Results for `COc1cc(C(=O)Nc2ccncc2)cc(OC)c1OC` : LYP inh 2 = -12; EphB4 antag = -3; Pyk2 oligo antag = 0.77; FAK inh = 0; cytoskel mod = -15; PLK1 kinase inh = 7; PTPN22 act = 9; PLK1 PBD inh = 4; Rev-RRE block = -3
Results for `Cc1nc(=O)c(-c2ccccc2)c(C)n1CCCCCC(=O)O` : LYP inh 2 = -4; EphB4 antag = 13; Pyk2 oligo antag = 0.16; FAK inh = -1; cytoskel mod = ·; PLK1 kinase inh = -1; PTPN22 act = 7; PLK1 PBD inh = -2; Rev-RRE block = 12

Next section.
SMILES	LYP inh 2	EphB4 antag	Pyk2 oligo antag	FAK inh	cytoskel mod	PLK1 kinase inh	PTPN22 act	PLK1 PBD inh	Rev-RRE block
O=C(CN1C(=O)CSC1=O)Nc1ccc(N2CCOCC2)cc1	-4	2	0.38	0	18	-7	3	-11	13
Cc1ccc(C2=CSC3=NS(=O)(=O)CCN23)cc1C	7	2	1.3	-1	37	-12	-4	-11	11
N/C(Cc1cccs1)=N\OC(=O)COc1ccc(Cl)cc1Cl	-2	0	-0.23	0	·	-5	3	-4	15
O=C(NCCC1=CCCCC1)c1ccc2c(c1)N(Cc1ccccc1)C(=O)CS2	1	-4	-1.3	8	5	-7	-1	-12	1
O=[N+]([O-])c1ccc(NC(=S)N2CCN(c3ccc(F)cc3)CC2)cc1	-2	-3	0.22	1	9	-9	5	34	2
O=S(=O)(c1ccc(Oc2ncnc3scc(-c4ccccc4)c23)cc1)N1CCOCC1	10	3	-1.9	-1	2	-9	-10	7	-2
O=C(O)CCC(=O)OC1CC2CCC1C2 (stereo not given)	13	4	1.2	8	8	-4	-15	-25	9
CCCOc1ccc(C2C(C#N)=C(N)Oc3nc[nH]c(=O)c32)cc1OC (stereo not given)	-4	-1	-0.74	-3	24	31	1	-16	5
O=C(CNC(=O)c1ccco1)NCC(=O)OCc1cccc(Cl)c1	5	7	0.56	-2	25	-3	-5	-20	7
O=C(Nc1ccc(Br)cc1F)C1CCCO1 (stereo not given)	0	1	0.57	0	3	-16	0	16	5
O=C(NCc1ccccc1)NC1(C(=O)N2CCOCC2)CCCCC1	-6	6	-0.44	0	-5	-13	2	0	9
Cc1onc(-c2ccccc2Cl)c1C(=O)N1CCN(c2cccc(Cl)c2)CC1	-2	·	·	·	1	-7	0	-11	·
CN1/C(=C\C=Nc2ccc3ccccc3c2)C(C)(C)c2ccccc21	-2	-1	-0.97	-2	-1	-10	6	-89	63*
Cn1c(SCC(=O)Nc2ccc(N3CCOCC3)c(Cl)c2)nnc1C(O)c1ccccc1 (stereo not given)	-2	1	-0.52	-3	9	-2	0	2	0
CCCN1C(=O)C(Cc2nc3ccccc3c(=O)n2C)c2ccccc21 (stereo not given)	15	1	-0.79	2	1	6	-14	-44	8
CC12CNCC(C)(CN(C(c3ccccc3)c3ccccc3)C1)C2	-9	5	0.15	1	-6	-8	9	3	11
Cc1cc(NC(=O)C2CCCCC2C(=O)O)no1 (stereo not given)	3	1	0.43	0	16	-11	-4	15	-2
COc1cccc(S(=O)(=O)NCc2ccc(C(=O)NCc3ccco3)cc2)c1	-7	0	1.8	2	-2	-6	6	-21	-3
O=C(CN1CCC(O)(c2ccccc2F)CC1)NCCc1c[nH]c2ccccc12	-4	-9	-0.22	1	6	-7	2	19	3
O=C(NCc1ccccc1)c1ccc2nccnc2c1	5	0	0.14	4	-9	-9	-4	-21	7
Cc1[nH]nc2c1C(c1ccccc1F)CC(=O)N2 (stereo not given)	0	5	1.6	9	·	3	-2	12	3
O=C(c1cccs1)N1CCN(S(=O)(=O)N2CCOCC2)CC1	-4	-2	-0.16	-1	-4	-11	3	21	3
CC(C)n1c(SCc2ccc(Cl)cc2)nc2c1c(=O)[nH]c(=O)n2C	8	3	-1.3	0	42	-10	-7	-21	3
CCn1c(=O)cc(SCC(=O)N2CCN(C)CC2)c2ccccc21	-7	0	0.66	-2	0	-4	10	19	2

Gathered by group: the entries above containing bromine (2)
SMILES	LYP inh 2	EphB4 antag	Pyk2 oligo antag	FAK inh	cytoskel mod	PLK1 kinase inh	PTPN22 act	PLK1 PBD inh	Rev-RRE block
CCOC(=O)CCCNC(=O)c1cncc(Br)c1	8	1	1.4	-5	-6	0	-10	0	10
O=C(Nc1ccc(Br)cc1F)C1CCCO1 (stereo not given)	0	1	0.57	0	3	-16	0	16	5

Next part.
SMILES	LYP inh 2	EphB4 antag	Pyk2 oligo antag	FAK inh	cytoskel mod	PLK1 kinase inh	PTPN22 act	PLK1 PBD inh	Rev-RRE block
CCOC(=O)c1nn(-c2ccc(Cl)cc2)c2nc(Nc3ccccc3)cc(=O)n12	1	-1	1.4	-1	-24	-19	2	-8	-1
Cc1ccc(S(=O)(=O)/N=C(/Nc2nc(C)cc(C)n2)N2CCOCC2)cc1	1	-2	0.16	3	5	-11	-2	-5	7
O=C(CN1C(=O)COc2ccc(Cl)cc21)N1CCc2ccccc21	-2	-10	0.44	0	3	-5	-2	-7	0
O=C(Cc1cccs1)Nc1nc2c(s1)CCCC2	-5	-11	0.49	2	10	-5	10	1	-7
O=C(COC(=O)CCN1C(=O)c2ccccc2C1=O)Nc1ccc(S(=O)(=O)N2CCCC2)cc1	-12	-5	0.02	3	-1	0	10	4	5
Cc1cccc(Nc2nnc(C)c(=O)n2N)c1	8	-4	1.1	-2	-21	-3	-4	6	3
CN1CCN(c2ccc(C(=O)c3ccc(F)cc3)cc2)CC1	7	1	-0.42	4	-4	-11	-8	-21	4
CCN(CC)c1nc(SCC(=O)O)nc(N(CC)CC)n1	-6	4	-0.73	-5	0	-12	2	8	4
CCOC(=O)C(=CNc1cccc(N)n1)C(=O)OCC	-5	-5	-1.2	1	-21	-7	10	-15	3
Cc1cccc(-n2nc3c(c2NC(=O)c2ccc(Br)o2)CSC3)c1C	7	4	0.11	-10	9	2	-9	-24	-1
c1ccc(Nc2nc(-c3ccncc3)cs2)nc1	-3	1	-0.88	4	-3	7	0	21	3
CCN(CC)CCN1C(=O)C(=O)/C(=C(/O)c2c(C)[nH]c(C(=O)OC)c2C)C1c1ccccc1OC (stereo not given)	-2	2	0.4	0	-7	-9	-2	10	9
O=C1c2ccccc2OC2(C=Cc3ccccc3O2)N1Cc1ccccc1 (stereo not given)	-4	2	-2.4	1	0	-7	7	-6	17
Cc1nnc(NC(=O)COc2ccc3c(C)cc(=O)oc3c2)s1	-1	4	0.67	4	2	2	-3	19	7
O=C(NC1CCCCC1)NC1CC2CCC(C1)N2C(=S)NCc1ccco1 (stereo not given)	0	-6	1.6	-1	-27	-14	2	-4	0
O=C(CC1SC(N2CCCCC2)=NC1=O)Nc1cccc(C(=O)O)c1 (stereo not given)	-4	-5	0.76	0	14	-9	3	-15	1
CCOC(=O)c1cc(-c2ccc(F)cc2)n(CC(=O)Nc2nccs2)c1C	-1	2	·	3	-12	-16	-2	24	16
COC(=O)c1[nH]c2c(c1C)C(=O)CC(c1ccc(C)cc1)C2 (stereo not given)	1	-3	0.21	0	-12	-5	0	6	-3
Cn1c(CN2CCOCC2)nnc1SCC(N)=O	5	8	0.27	6	17	-16	-2	-15	2
C=CCn1c(-c2ccccc2)nc2nc3ccccc3nc21	8	-3	-1.5	4	-2	3	-5	-11	2
CC(=O)n1nc(-c2cccc(C)c2)nc1SCC(=O)Nc1ccccc1	13	0	0.62	19*	-31	-5	-9	8	1
COC(=O)C1CCN(C(=O)c2ccccc2NC(C)=O)CC1	-2	1	1.7	0	18	-9	0	2	8
O=C(c1c[nH]c2ccc(F)cc2c1=O)N1CCCCCC1	3	7	0.23	-2	0	-11	-3	-24	3
O=C(c1ccccc1-c1nc(-c2ccccc2)no1)N1CCCC1	5	1	-2.1	2	-4	0	-7	12	10
COc1cc2[nH]c(=O)n(CCCCCC(=O)N3CCN(c4ccccc4)CC3)c(=O)c2cc1OC	4	-2	-0.81	3	-10	-4	3	-8	2
COc1ccc(N2CC(C(=O)Nc3ccc(F)cc3F)CC2=O)cc1 (stereo not given)	0	0	0.61	-1	-9	-15	-2	6	-1
COC(=O)c1ccc(Oc2ccc3nncn3n2)cc1	8	10	-0.07	0	-3	-6	-7	-3	6
Cc1ccc(-n2c([O-])nc(-[n+]3ccccc3)c2C=O)cc1	-4	-3	-0.02	2	37*	-10	7	-1	11
Cn1c(=O)c2c(nc(Br)n2CC(=O)c2cccs2)n(C)c1=O	-6	2	0.48	2	1	-6	9	14	4

Screens: PubChem BioAssay, several laboratories
